# Screening data deposited in PubChem by several laboratories.
# ssDAF12 agonist: activates DAF-12 receptor from parasite S. stercoralis. 370,000 compounds, 1% hits. activation, % at 6.8 µM. HEK293 ssDAF-12/GRIP1 lit1-tk-luc reporter, luminescence; % of 3 µM dafachronic acid response;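 active = activation above the mean over all tested compounds plus 3 SD, cut at about 0.9% in these data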;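 also: 0% = DMSO-only wells and 100% = 3 µM delta7-dafachronic acid wells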
# GAA850 FXN act: increases GAA850 frataxin promoter reporter activity; 360,000 compounds, 0.56% hits; AID 540364; activation, % at 6 µM; HEK293 lucGAA850 FXN promoter luciferase reporter, 24 h; percent of 10 µM SAHA response;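 active = activation above the average of all compounds screened plus 3 SD, cutoff fixed separately per campaign, cut at about 7.5% in these data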;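 also: 0% = DMSO wells and 100% = 10 µM SAHA wells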
# hgDAF12 agonist: hgDAF-12 agonism, primary luciferase screen. HEK293 GAL4-hgDAF12 UAS-luciferase reporter, agonist luminescence; normalized to butyrate control. activation, % at 6.8 µM. 370,000 compounds, 1.8% hits;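 active = activation above a cutoff set at the mean of all screened compounds plus 3 SD, cut at about 10% in these data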;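 also: 0% = DMSO wells and 100% = sodium butyrate wells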
# DAX1 inh-1: inhibitors of human orphan nuclear receptor DAX1 (NR0B1); P51843; HEK293 Gal4-DAX1 luciferase reporter, luminescence; inhibition, % at 6.75 µM; 340,000 compounds, 0.99% hits; AID 504766;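 active = inhibition above the mean over all tested compounds plus 3 SD, cut at about 4.2% in these data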;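 also: 0% = DAX1-transfected cells with DMSO and 100% = empty-vector control cells with DMSO; inhibition shows as a rise in luminescence from relieved DAX1 repression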
# Target sequence (P51843 207-470 limits assumed): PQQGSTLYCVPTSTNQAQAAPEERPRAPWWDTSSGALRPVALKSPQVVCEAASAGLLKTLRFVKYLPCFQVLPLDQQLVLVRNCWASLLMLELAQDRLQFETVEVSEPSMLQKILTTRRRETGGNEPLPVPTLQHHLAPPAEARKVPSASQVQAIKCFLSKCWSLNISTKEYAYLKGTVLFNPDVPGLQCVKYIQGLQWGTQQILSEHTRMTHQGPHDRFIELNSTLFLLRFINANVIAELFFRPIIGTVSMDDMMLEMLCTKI
# DAX1 inh-2: inhibitors of DAX1 repression of SF-1 activated StAR promoter; 370,000 compounds, 1.1% hits; AID 652010; inhibition, % at 6.8 µM; HEK293T StAR-luciferase reporter, SF-1/DAX-1 repression relief;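 active = inhibition above the mean over all tested compounds plus 3 SD, cut at about 3.6% in these data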;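 also: 0% = DAX-1 cells with DMSO and 100% = cells lacking DAX-1 with DMSO; higher inhibition means more luminescence from relief of DAX-1 repression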
# SMARCA2 act: SMARCA2 function activation, primary screen. MG213 cells, MMTV-luciferase reporter, dexamethasone, overnight. activation, % at 9.1 µM. 370,000 compounds, 1% hits. AID 652017; in the data active = activation above about 7.8%;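 also: 0% = vehicle wells and 100% = reference activator wells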
# hcDAF-12 act: H. contortus DAF-12 activation, primary screen | HEK293 hcDAF-12 lit1-tk-luc reporter, luminescence; 0% DMSO, 100% Δ7-dafachronic acid | AID 652067 | activation, % at 6.8 µM | 370,000 compounds, 1.4% hits;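 active = activation above the mean of all tested compounds plus 3 SD, cut at about 5.5% in these data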;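 also: 100% = response to 3 µM Δ7-dafachronic acid high control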
# ADAM10 inh: ADAM10 inhibition, QFRET primary screen; O14672; recombinant ADAM10, EDANS/DABCYL FRET peptide cleavage, 3 h; inhibition, % at 7 µM; 370,000 compounds, 0.62% hits;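 active = inhibition above a per-campaign cutoff equal to the mean of compounds falling between control-based bounds plus 3 SD, cut at about 20% in these data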;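 also: 0% = DMSO wells while the 100% control is not disclosed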
# GC-B act: GC-B (human) receptor activation. P20594. HEK293-GC-B cells, CNP EC30, cGMP TR-FRET; 0% at EC30 CNP, 100% saturating CNP. activation, % at 10 µM. 370,000 compounds, 0.11% hits;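 active = activation at 10 µM reaching about 35% in either raw or pattern-adjusted values, limit read from the data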
# HGIII-sPLA2 inh: Inhibits HGIII-sPLA2 liposome hydrolysis, primary screen. QFRET BODIPY PC-A2 liposome hydrolysis, fluorescence. inhibition, % at 12.2 µM. 370,000 compounds, 0.56% hits. AID 743126;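 active = inhibition above mean plus 3 SD of compounds lying within the high and low control bounds, cut at about 19% in these data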;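 also: 0% = median of test compound wells and 100% = no enzyme DMSO wells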
# Target sequence (Q9NZ20 whole entry, looked up): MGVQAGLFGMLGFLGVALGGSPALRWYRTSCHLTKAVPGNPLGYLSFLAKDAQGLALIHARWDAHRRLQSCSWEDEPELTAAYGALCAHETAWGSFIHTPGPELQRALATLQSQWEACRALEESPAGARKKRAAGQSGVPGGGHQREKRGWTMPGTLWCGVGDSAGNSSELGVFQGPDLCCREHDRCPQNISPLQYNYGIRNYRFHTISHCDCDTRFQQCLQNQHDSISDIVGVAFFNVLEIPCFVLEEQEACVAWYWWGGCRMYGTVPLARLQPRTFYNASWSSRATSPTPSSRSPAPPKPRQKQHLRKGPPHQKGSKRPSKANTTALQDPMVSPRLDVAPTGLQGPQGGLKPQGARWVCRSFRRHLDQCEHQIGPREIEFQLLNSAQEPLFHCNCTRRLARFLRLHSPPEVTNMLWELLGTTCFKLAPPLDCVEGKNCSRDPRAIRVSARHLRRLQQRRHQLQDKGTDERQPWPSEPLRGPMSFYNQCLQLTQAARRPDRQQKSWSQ
# NPR1 activator: GC-A (human) enzyme activation. P16066. HEK293 GC-A cells, cGMP TR-FRET, EC30 ANP; 0% at EC30 ANP, 100% saturating ANP. activation, % at 10 µM. 370,000 compounds, 0.14% hits. AID 1671463; in the data active = activation above about 40%
# * marks the source's active call; other numbers are inactive results; i = inactive; · = no result given.
SMILES,ssDAF12 agonist,GAA850 FXN act,hgDAF12 agonist,DAX1 inh-1,DAX1 inh-2,SMARCA2 act,hcDAF-12 act,ADAM10 inh,GC-B act,HGIII-sPLA2 inh,NPR1 activator
S=C(Nc1ccccc1)N1CCN(C(=S)c2ccccc2)CC1,0.0,3.5,1.3,·,0.6,-2,5.4,-2,4,5,3
CCc1c(C)[nH]c2nc3ccccc3n2c1=O,-1.6,1.0,1.7,-1.0,-1.1,6,2.9,-268,-4,14,10
COc1ccc(-c2coc3c(C(=O)NCc4ccc(C(F)(F)F)cc4)cccc23)c(C)c1,-1.2,0.4,-1.0,·,-3.7,-4,-1.9,4,3,-10,3
CCc1ccc(NS(=O)(=O)c2ccc(OC)c3ncccc23)cc1,-1.3,2.1,-1.3,0.0,-0.5,0,-1.0,7,-2,-4,1
C=CCNC(=O)c1c(O)c2cccc3c2n(c1=O)CCC3,-1.1,0.5,2.2,-0.1,-0.6,-2,-0.5,-8,-10,3,-1
COc1ccc(OCCC(=O)Nc2nccs2)cc1,-1.0,2.8,-0.2,1.1,0.2,-3,-0.6,-1,2,3,3
COc1cccc(-c2cc(C(=O)NCCN3CCOCC3)no2)c1,-1.6,1.6,0.9,0.0,0.7,5,-0.7,9,-4,1,2
Cc1ccc(NC(=S)Nc2cccc3cnccc23)cc1,0.0,-0.1,-2.2,-0.9,1.2,0,4.0,-16,-5,6,1
O=C(OCC(=O)N1CCCC1)c1c(Cl)cccc1Cl,-1.1,0.7,0.5,0.4,-0.1,-1,-1.6,-1,1,0,-2
COCCCNC(=S)N1CCN(c2nc(C)nc3sc4c(c23)CCCC4)CC1,-2.3,0.7,-2.8,0.7,-0.8,-4,-0.6,5,-1,-6,-7
CCNC(=O)C1(C)CCCN(C(=O)c2csc3ccccc23)C1 (centres undefined),-1.2,0.6,-0.1,·,0.0,-3,1.2,-6,6,13,3
Cc1c(C(=O)Nc2ccc(F)cc2)oc2ccc(S(=O)(=O)N3CC(C)CC(C)C3)cc12 (centres undefined),-0.8,-0.2,0.8,-0.2,0.0,0,0.5,-12,·,7,·

# In another format: entries from further up
Cc1c(C(=O)Nc2ccc(F)cc2)oc2ccc(S(=O)(=O)N3CC(C)CC(C)C3)cc12 (centres undefined)
  ssDAF12 agonist: -0.8	GAA850 FXN act: -0.2	hgDAF12 agonist: 0.8	DAX1 inh-1: -0.2	DAX1 inh-2: 0.0	SMARCA2 act: 0	hcDAF-12 act: 0.5	ADAM10 inh: -12	GC-B act: ·	HGIII-sPLA2 inh: 7	NPR1 activator: ·

O=C(OCC(=O)N1CCCC1)c1c(Cl)cccc1Cl
  ssDAF12 agonist: -1.1	GAA850 FXN act: 0.7	hgDAF12 agonist: 0.5	DAX1 inh-1: 0.4	DAX1 inh-2: -0.1	SMARCA2 act: -1	hcDAF-12 act: -1.6	ADAM10 inh: -1	GC-B act: 1	HGIII-sPLA2 inh: 0	NPR1 activator: -2

CCc1c(C)[nH]c2nc3ccccc3n2c1=O
  ssDAF12 agonist: -1.6	GAA850 FXN act: 1.0	hgDAF12 agonist: 1.7	DAX1 inh-1: -1.0	DAX1 inh-2: -1.1	SMARCA2 act: 6	hcDAF-12 act: 2.9	ADAM10 inh: -268	GC-B act: -4	HGIII-sPLA2 inh: 14	NPR1 activator: 10

COc1ccc(-c2coc3c(C(=O)NCc4ccc(C(F)(F)F)cc4)cccc23)c(C)c1
  ssDAF12 agonist: -1.2	GAA850 FXN act: 0.4	hgDAF12 agonist: -1.0	DAX1 inh-1: ·	DAX1 inh-2: -3.7	SMARCA2 act: -4	hcDAF-12 act: -1.9	ADAM10 inh: 4	GC-B act: 3	HGIII-sPLA2 inh: -10	NPR1 activator: 3

# (further entries)
SMILES,ssDAF12 agonist,GAA850 FXN act,hgDAF12 agonist,DAX1 inh-1,DAX1 inh-2,SMARCA2 act,hcDAF-12 act,ADAM10 inh,GC-B act,HGIII-sPLA2 inh,NPR1 activator
O=C(Nc1ccc(Cl)cc1)C1CCCCN1S(=O)(=O)c1ccccc1 (centres undefined),-1.8,7.9*,-2.9,-1.4,-3.0,-4,-2.4,-6,-11,-4,-4
O=C(OCC(=O)N(Cc1ccccc1)Cc1ccccc1)c1ccccc1NCCO,-1.0,-0.1,-3.3,-1.4,-4.1,-1,-2.4,i,-8,-13,-3
Cc1c(CCO)c(=O)n2c([nH]c3ccccc32)c1C#N,-0.4,-0.6,2.5,-0.2,-0.4,0,3.5,i,3,13,7
CC12C(=O)N(c3nccs3)C(=O)C1(C)C1CCC2O1 (centres undefined),-0.6,1.1,-1.7,·,0.0,-2,1.8,-12,3,13,0
CCCN1CCN(C(=O)C(NC(=O)c2ccco2)C(C)C)CC1 (centres undefined),-0.5,3.1,3.2,-0.6,0.2,5,-0.5,7,-5,-1,-4
CCOCCOCCC(C(=O)OCC)P(=O)(c1ccccc1)c1ccccc1 (centres undefined),-1.4,3.2,-0.8,0.6,0.5,-3,0.1,2,-2,3,-6
Cc1ccc(C)c(NC(=O)c2cc(-c3ccccc3)nn2-c2ccccc2)c1,-1.6,1.2,-4.5,-1.2,-1.1,-3,-0.9,5,0,-10,0
CCN1C(=O)C(CC(=O)Nc2ccc(OC)cc2)N(CCc2ccc(OC)cc2)C1=S (centres undefined),-0.8,0.4,-1.7,-1.2,-0.7,-6,-1.7,18,3,-31,-1
CC1CCN(S(=O)(=O)c2ccc(NC(=O)CN3CCN(c4ccccc4)CC3)cc2)CC1,-1.6,-3.0,-0.6,0.5,-0.1,2,2.6,-3,8,-1,2
CC(NCc1ccccc1Cl)C(=O)Nc1ccc(C#N)cc1 (centres undefined),-1.1,0.9,-0.9,-0.1,-0.1,0,-1.1,0,1,-2,-2
O=C(NC(c1ccc(Cl)cc1)c1c(O)ccc2ccccc12)c1ccccc1 (centres undefined),-0.6,-8.1,-4.1,-0.2,-0.2,-11,1.7,16,1,-23,25
FC(F)(F)C(F)(F)c1nnc2ccc(-n3ccnc3)nn12,-1.5,-1.4,-4.4,-0.2,0.8,1,-0.8,-4,5,2,1
COc1ccc(C(=O)c2sc3nc(C)cc(-c4cccs4)c3c2N)cc1,-1.3,1.5,0.1,-2.1,-1.2,-3,-1.2,-5,-5,-11,-8
COc1cccc(NC(=O)CCS(=O)(=O)c2cc3c(cc2Cl)NC(=O)CO3)c1,-1.2,0.1,-0.4,0.1,-0.2,0,-0.8,-7,4,8,11
CCc1nc(N2CCCCC2C)c2oc3ccccc3c2n1 (centres undefined),-0.4,-1.9,-1.5,1.2,-0.8,-4,-1.1,-3,0,4,2
CCCC(=O)NC(Nc1ccc(S(=O)(=O)Nc2ncccn2)cc1)(C(=O)OCC)C(F)(F)F (centres undefined),-0.9,-0.5,1.3,0.7,0.7,-3,-0.6,5,1,4,2
Cc1cccc(NC(=O)COc2coc(CN3CCN(Cc4ccccc4)CC3)cc2=O)c1,-1.1,-1.3,-5.1,-0.9,-4.7,-3,-1.3,-6,3,5,0
O=C(Nc1ccc(OC(F)(F)F)cc1)NC1CCC(Oc2ccc(C(=O)O)cc2)CC1 (centres undefined),-1.1,2.7,0.0,0.8,-0.3,1,-0.6,3,2,-10,-4
O=C(CSc1nncs1)Nc1cccc2ccccc12,-0.9,-0.2,-0.6,0.7,0.6,3,0.1,-8,4,-2,2
COc1ccc(-n2c(=S)[nH]c3cc(C(=O)Nc4cccc(C)c4)ccc3c2=O)cc1,-1.6,0.7,-2.0,2.2,-0.6,-1,1.8,-6,-5,-4,-3
CC(C)Nc1ncnc2c1ncn2[C@H]1CN(C2CCCC2)C[C@@H](CO)O1,-0.1,1.2,0.0,·,-0.6,-3,2.4,6,5,10,0
COc1cccc(-n2nnnc2SCC(=O)Nc2ccccc2OC)c1,-0.8,2.0,1.9,-0.1,0.2,-3,-0.5,-2,0,-10,2
CCN(CC(=O)NCc1ccc(Cl)cc1)CC(=O)NC1(C#N)CCCC1,-1.1,0.4,-2.0,-0.7,-0.3,-2,-1.6,-2,0,0,7
CCOC(=O)c1nc(Nc2ccccc2C)c2ccccc2n1,-1.5,1.2,-3.1,-1.1,-0.2,3,-1.4,-6,-3,-2,-1
Cn1c(NN)nc2sc3c(c2c1=O)CC(C)(C)OC3,-0.8,0.6,1.5,-1.0,-0.3,3,1.9,11,2,-2,-3
CCOC(=O)N=S(N)(=O)c1ccccc1 (centres undefined),-1.0,0.0,-2.2,0.0,0.2,-3,-0.1,1,7,3,1
CCN(C(=O)COC(=O)c1cccnc1SC)c1c(N)n(Cc2ccccc2)c(=O)[nH]c1=O,-0.5,0.7,-1.6,0.1,1.4,-4,-0.8,-8,-4,0,-2
O=c1[nH]c2c(c(=O)[nH]1)OCN(Cc1ccccc1)C2,-0.8,1.2,-0.5,2.4,-0.8,-6,-1.2,-3,-7,-3,2
O=C(NC1CC1)C1CCN(S(=O)(=O)c2ccc(Cl)cc2)CC1,-1.9,0.9,-1.8,-0.5,-0.1,-4,1.2,4,9,1,4
CC1Sc2ccc(S(=O)(=O)CCC(=O)N3CCCCC3)cc2NC1=O (centres undefined),-1.0,0.4,0.7,0.0,-0.7,-3,-0.7,-6,2,-3,4
CCSc1nc2ccccc2n1C(=O)c1ccc(S(=O)(=O)N2CCCCCC2)cc1,-1.7,0.6,-2.4,-1.0,-1.0,-2,-0.3,-2,2,7,5
COc1cccc(CNC(=O)C2CCN(c3nnc(N4CCCC4=O)s3)CC2)c1,-0.4,-1.3,-1.0,1.5,0.2,0,0.7,-12,2,5,3
CC(C)[C@H](NC(=O)c1ccccc1F)C(=O)NNC(=O)c1cccs1,-0.4,2.0,-1.4,-0.5,-0.4,-1,0.1,9,-6,7,1
C=CC(=O)NC1CC2CCC1(C)C2(C)C (centres undefined),-1.1,0.4,-1.9,0.5,0.0,-2,-1.1,1,4,0,3
CC(=O)N1N=C(c2ccccc2O)CC1c1cccs1 (centres undefined),-0.3,0.3,3.9,-0.7,-0.4,1,0.1,-33,-3,-3,2
O=C(CN(Cc1ccccc1)S(=O)(=O)c1ccc2c(c1)OCCO2)Nc1ccc2c(c1)OCCO2,0.7,1.2,1.6,0.8,-0.3,7,-2.9,12,-3,-21,0
COc1ccccc1CNC(=O)C1CCN(S(=O)(=O)c2ccc(-n3cnnn3)cc2)CC1,-1.3,-0.3,-1.0,3.5,-0.3,-1,-1.1,7,-3,-3,1
Cc1ccsc1C(=O)Nc1n[nH]c(C(F)(F)F)n1,-1.3,1.5,-1.7,-1.0,-0.5,-1,-0.7,-3,-4,2,1
CCSc1nnc(NC(=O)C2CCCCC2C(=O)OCC(F)(F)C(F)F)s1 (centres undefined),-0.5,0.1,1.7,-0.1,1.2,-2,-0.6,4,-2,7,2
COc1cc(CN2CCCC(N3CCc4ccccc4C3)C2)c(Cl)cc1O (centres undefined),-1.2,-0.4,2.7,0.3,-0.1,-2,2.3,6,-2,-11,-6
